Screening results as filed in PubChem.
BRCT inh red: inhibitors of human BRCA1 BRCT-phosphoprotein interaction (red fluorophore); Potency, µM (series often up to 76.9 µM), for inactives: at the top dose activity change, negative = inhibition, usual class: inhibitors; BRCT-phosphopeptide binding, red fluorescence polarization; AID 892; P38398; hit rate 0.03% among 75,000; further: on the % scale 0 is the no-effect control and ±100 the full control effect
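Rhodamine-labelled pBACH1 10-mer (100 nM) bound to BRCT domain (100 nM) at pH 7.3; compounds incubated 12 min room temperature, polarization read. Free peptide defines full inhibition; unlabelled decapeptide titrated as control.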
FLuc inh: blocks Photinus pyralis firefly luciferase activity. Potency, µM (top dose mostly 57.1 µM), without a hit: at the top dose activity change, negative = inhibition, most hits filed as inhibitors. hit rate 2.2% among 72,000. P08659. purified firefly luciferase, luminescence, 8 min; further: potency means the concentration at half of the fitted maximal effect; on the % scale 0 is the no-effect control and ±100 the full control effect; nearly all actives have a fitted effect of over 40% in size
Target sequence (P08659 whole entry, looked up): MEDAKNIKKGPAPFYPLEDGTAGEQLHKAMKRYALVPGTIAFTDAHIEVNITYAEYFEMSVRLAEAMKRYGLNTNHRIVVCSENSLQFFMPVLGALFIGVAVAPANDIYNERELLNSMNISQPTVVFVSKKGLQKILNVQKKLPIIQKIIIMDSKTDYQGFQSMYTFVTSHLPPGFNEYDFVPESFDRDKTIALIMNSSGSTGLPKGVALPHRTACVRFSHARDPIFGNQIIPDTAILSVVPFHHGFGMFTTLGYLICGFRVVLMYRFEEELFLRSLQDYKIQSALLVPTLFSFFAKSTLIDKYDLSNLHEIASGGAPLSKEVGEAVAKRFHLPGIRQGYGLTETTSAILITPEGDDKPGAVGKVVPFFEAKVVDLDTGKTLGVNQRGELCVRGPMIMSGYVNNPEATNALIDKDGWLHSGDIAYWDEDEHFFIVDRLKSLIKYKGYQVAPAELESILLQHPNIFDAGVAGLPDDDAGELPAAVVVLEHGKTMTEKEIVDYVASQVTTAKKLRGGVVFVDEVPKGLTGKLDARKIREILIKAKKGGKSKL
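Titration-based qHTS; buffer 50 mM imidazole pH 7.2, 50 mM KCl, 7 mM MgCl2, 10 uM ATP, 0.01% Tween 20, 0.05% BSA; luciferase/luciferin detector mix added after compound; 8 min, ambient; luminescence.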
Casp7 inh: allosteric or competitive inhibitors of human caspase-7; P55210; Potency, µM (titrated, usually from 57.5 µM), for the others: top-dose activity change, negative = inhibition, actives largely listed as inhibitors; recombinant caspase-7, Ac-DEVD-AFC fluorescence rate; hit rate 0.02% among 75,000; active means well fitted inhibition curve with a large enough effect in the main read-out, with a control signal flat, not every such curve was filed as active; inconclusive means small, poorly fitted or top-dose-only effect, or a change in a side signal; further: potency means the concentration at half of the fitted maximal effect; % of control where 0% means no effect
USP2a inhib: blocks human ubiquitin-specific protease USP2a; O75604; USP2a enzymatic assay, qHTS inhibition; Potency, µM (top dose mostly 38.3 µM), without a hit: at the highest dose activity change, negative = inhibition, usual class: inhibitors; hit rate 0.1% among 60,000;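 further: potency means the concentration at half of the fitted maximal effect; nearly all actives have a fitted effect of over 60% in size; plate controls were DMSO for no effect and NEM full inhibition control for full effect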
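20 nM USP2 core + cpd, 30 min RT; add 20 nM Ub-PLA2/20 uM NBD C6-HPC; read Ex460/Em535 at 0 h and 2.5 h. Normalized to NEM; qHTS curve fit/classification.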
BRCT inh green: BRCA1 BRCT-phosphoprotein interaction inhibition; Potency, µM (series often up to 76.9 µM), inactives show at the highest dose activity change, negative = inhibition, actives largely listed as inhibitors; P38398; BRCA1 BRCT-phosphopeptide binding, green fluorescence polarization; hit rate 0.05% among 75,000;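 further: potency means the concentration at half of the fitted maximal effect; plate controls were peptide without protein for full effect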
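Compounds were incubated for 12 min at room temperature with a complex of 100 nM fluorescein-tagged pBACH1 decapeptide and 250 nM His-tagged BRCT protein. Buffer was phosphate pH 7.3 with EDTA, DTT and Tween 20. Disruption of binding lowers the polarization signal.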
Casp1 inh: allosteric or competitive inhibitors of human caspase-1; Potency, µM (series often up to 57.5 µM), for inactives: at the top dose activity change, negative = inhibition, most hits filed as inhibitors; hit rate 0.03% among 75,000; P29466; Caspase-1 enzyme, Ac-WEHD-AFC fluorogenic rate;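 further: potency means the concentration at half of the fitted maximal effect; plate controls were vehicle for no effect and no substrate for full effect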
Target sequence (P29466 120-297 limits assumed): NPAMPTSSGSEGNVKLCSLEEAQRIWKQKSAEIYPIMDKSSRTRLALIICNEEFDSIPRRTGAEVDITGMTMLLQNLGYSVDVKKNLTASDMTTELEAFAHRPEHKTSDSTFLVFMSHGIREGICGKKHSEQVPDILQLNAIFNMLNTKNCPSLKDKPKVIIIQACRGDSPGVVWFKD
Target sequence (P29466 317-404 limits assumed): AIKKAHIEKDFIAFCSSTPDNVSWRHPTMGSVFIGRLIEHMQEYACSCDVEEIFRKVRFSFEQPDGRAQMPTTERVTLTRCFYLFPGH
HEK293 cAMP cs: parental HEK293 cAMP activation (counter-screen); parental HEK293 CNG cAMP sensor, membrane potential fluorescence; Potency, µM (doses to about 57.1 µM), inactives show top-dose activation, actives largely listed as activators; hit rate 2.5% among 73,000; AID 938; further: potency means the concentration at half of the fitted maximal effect; % of control where 0% means no effect; nearly all actives have a fitted effect of over 55% in size
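Parental HEK 293 cells stably expressing a modified CNG channel (no TSHR) report cAMP rise as membrane depolarization. Membrane potential dye with 100 uM RO 20-1724 was loaded for 60 min at room temperature, then compound added for 30 min; fluorescence read at 590 nm.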
CRE Fsk mod: CRE-bla signaling modulation under forskolin stimulation | Potency, µM (titrated, usually from 38.2 µM), for the others: top-dose activity change, negative = inhibition, hits mostly activators | hit rate 2.5% among 71,000 | CHO CRE-bla reporter (cAMP response element driving beta-lactamase), forskolin EC10, beta-lactamase ratio | AID 662; active means well fitted activation curve with a large enough effect in the signal ratio, with a control signal flat, not every such curve was filed as active; inconclusive means small, poorly fitted or top-dose-only effect, or effect the other way, or a change in a side signal; the % refers to the signal ratio; further: potency means the concentration at half of the fitted maximal effect; % of control where 0% means no effect
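AC50 values, positive or negative, reflect shifts in EC10 NKH 477-induced CRE-bla reporter activity in CHO cells. Incubation lasted 3 h at 37 °C before CCF4 substrate (2 h, room temperature) and ratiometric 460/530 nm reading.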
A350 fluor: compounds fluorescent in Alexa 350 spectral region | Compound autofluorescence, 340/450 nm, Alexa 350 dye-equivalents; hits give high values | max dye-equivalent concentration, M | hit rate 11% among 59,000 | AID 590; in the data active means max dye-equivalent concentration above about 10 nM; inconclusive means mostly about 1.1 nM to 9.6 nM
Tau fil binding: binders of human tau filaments | P10636 | recombinant tau filaments, thioflavin S fluorescence, 15 h; filaments grown with octadecylsulfate alongside compound | Potency, µM (top dose mostly 57.1 µM), for inactives: at the top dose activity change, negative = inhibition | hit rate 2% among 71,000;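 further: potency means the concentration at half of the fitted maximal effect; on the % scale 0 is the no-effect control and ±100 the full control effect; actives lower thioflavin S fluorescence by blocking filaments or displacing dye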
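ThS-based fibril read: tau 1 uM final, inducer ODS 30 uM final, 37 C for 15 h, ex 450/em 510 nm.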
ERK AVP block: blocks ERK signaling stimulated by vasopressin; Potency, µM (highest dose often 57.5 µM), for the others: top-dose activity, negative = inhibition, actives largely listed as inhibitors; AID 995; hit rate 0.99% among 72,000; HEK293-V1b, vasopressin-stimulated pERK AlphaScreen; further: potency means the concentration at half of the fitted maximal effect; on the % scale 0 is the no-effect control and ±100 the full control effect; nearly all actives have a fitted effect of over 55% in size
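V1b-HEK293 cells; cpd 30 min 37C; 25 nM vasopressin 5 min; lyse 10 min; AlphaScreen beads 5 hr RT. Normalized to DMSO basal and 25 nM vasopressin; AC50 by Hill fit.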
An asterisk follows results filed as active; i = inactive; ? = inconclusive; . = not tested or not shown; & = joins results of further samples; [ ] = another dose, or the depositor's remark. Unless noted, the call rests on the fitted dose curve; in most records, active means well fitted curve in the direction sought with a large enough effect; inconclusive means small, poorly fitted or top-dose-only effect, or another doubt; inactive means no such curve, though single readings can be large; an effect the other way counts as inactive or inconclusive.

SMILES	BRCT inh red	FLuc inh	Casp7 inh	USP2a inhib	BRCT inh green	Casp1 inh	HEK293 cAMP cs	CRE Fsk mod	A350 fluor	Tau fil binding	ERK AVP block
O=C(O)c1ccc(NC(=O)C2C3CCC(C3)C2C(=O)O)cc1 (stereo unspecified)	1.0%	4%	-1%	1%	-2.1%	0%	-4%	0%	.	18%	-4%
COc1cc(C(=O)N2CCN(C(=O)COc3ccc4ccccc4c3)CC2)cc(OC)c1OC	-1.0%	7.9µM*	-2%	29%	-2.2%	-1%	2%	3%	.	14%	-21%
CCC1SC2=NCCN2C1(O)c1ccc(Cl)cc1 (stereo unspecified)	-2.2%	1%	1%	-1%	-1.4%	-5%	19%	?	i	6%	15%
COC(=O)CN1C(=O)C(O)(CC(=O)c2ccc(Cl)cc2)c2ccccc21 (stereo unspecified)	0.8%	-2%	-2%	.	-1.4%	3%	-2%	2%	.	-9%	-2%
c1ccc(Cc2nc(-c3ccccn3)no2)cc1	-1.4%	-18%	1%	1%[7.66 µM]	-1.7%	-1%	-4%[11.4 µM]	?	.	6%[11.4 µM]	-4%
COCCn1c(=O)c(CCc2ccccc2)nc2cnc(Oc3ccccc3)nc21	0.2%	0%[11.4 µM]	-9%	44%[activator]	-2.0%	-8%	25µM*	?	i	-11%	8%
CN1CCN(Cc2ccc(OCc3ccccc3)cc2)CC1	-0.2%	-24%	0%	-1%	0.4%	-4%	18%	6%	.	1%	-5%
COc1ccccc1N1CCN(Cc2cccc(OC)c2OC)CC1	0.5%	1%	0%	7%[7.66 µM]	-2.9%	2%	11%[11.4 µM]	12%[7.6 µM]	.	-15%[11.4 µM]	-6%
COc1cc2[nH]c(=S)n(CCCN3CCOCC3)c(=O)c2cc1OC	0.1%	-3%	1%	5%	-0.5%	0%	14%	?	i	-2%	?
COc1ccc(-n2c(C)cc(C(=O)COC(=O)Cn3cnc4ccccc43)c2C)cc1	-0.8%	-43%	-6%	24%	2.1%	-3%	?	10%	i	2%	-11%
CCOC(=O)c1cccc(NC(=O)CNC(=O)C2CCCCC2)c1	0.9%	.	-3%	.	-2.5%	2%	-10%	.	.	.	.
CC1(C)CC(=O)C(C=NCc2ccccn2)=C(O)C1	0.1%	0%	0%	-4%	0.8%	0%	0%	6%	.	6%	17%
CC1CC(=O)N(CC(=O)Nc2ccc3c(c2)OCO3)c2ccccc2S1 (stereo unspecified)	-1.6%	.	1%	.	-2.3%	-1%	18%	.	.	.	.
O=C(Nc1c(C(=O)N2CCCCC2)cnn1-c1ccccc1)c1ccccc1	-2.1%	-4%	-1%	.	0.5%	0%	9%	-6%	.	-15%	.
O=C(Nc1ccccc1)N(O)c1ccc(Cl)cc1	-0.6%	13µM*	0%	4%	-2.5%	0%	-9%	-34%	i	-17%	-8%
CC(C)(C)C1=Nn2c(nnc2-c2n[nH]c3c2CCC3)SC1	0.8%	2%	-1%	2%	-3.8%	0%	-2%	?	i	-3%	-7%
O=C1OCc2cc(NC(=O)C3CCCO3)ccc21 (stereo unspecified)	-0.2%	-2%	-1%	1%	1.2%	2%	-10%	-10%	i	-5%	-7%
CCOc1ccccc1C1N(c2ccc(F)cc2)C(=O)C2CCCN21 (stereo unspecified)	-1.1%	-3%	1%	9%	-0.4%	1%	1%	1%	?	-5%	9%
COc1ccc(OC)c(S(=O)(=O)N2CCC(C(=O)N3CCc4ccccc4C3)CC2)c1	-2.6%	3%	-1%	26%	0.4%	-2%	9%	-21%	i	-3%	-1%
COc1ccc(CNc2cc(-c3ccoc3)ncn2)c(OC)c1	-0.6%	-4%[2.29 µM]	-11%	231%[activator]	-0.3%	-6%	5%	4%	i	-20%	-13%
C=CCNC(=O)C1CC(=O)N(c2ccc(C)cc2)C1 (stereo unspecified)	-0.1%	0%	0%	.	-1.3%	-4%	-7%	-3%	.	3%	-1%
CCCCOc1ccc(-c2nnn(C(C)(C)C(=O)OC)n2)cc1	-1.3%	-2%	-3%	-7%	1.7%	-3%	?	13%	i	-5%	32%[activator]
CSc1nncc(-c2ccc(F)cc2)n1	-1.5%	2%	0%	2%	-3.9%	-1%	4%	?	i	-21%	35%
Cc1[nH]nc2c1C(c1ccccc1F)NC2=O (stereo unspecified)	-0.6%	0%	0%	.	-2.1%	-3%	-4%	4%	.	0%	-14%
COCc1nnc(NC(=O)c2ccc(S(=O)(=O)N(C)C3CCCCC3)cc2)o1	-1.3%	2%	1%	25%	-0.4%	0%	4%	1%	i	12%	11%
O=C(CCC1CCCC1)N1CCN(C2CCCC2)CC1	0.8%	0%	0%	.	4.2%	1%	15%	-1%	i	-1%	-5%
CC(C)(C)Sc1nc(O)cc(=O)[nH]1	0.3%	2%	0%	4%	-1.8%	-1%	7%	1%	i	-11%	5%
O=C(c1cc2c(s1)CCCC2)N1CCN(Cc2ccc3c(c2)OCO3)CC1	-0.1%	-1%	-18%	1%	-1.5%	-2%	-46%[inhibitor]	-16%	i	-3%	-22%
NC(N)=NS(=O)(=O)c1ccc(N)cc1	0.7%	2%&-1%[25.5 µM]	-2%	1%	0.3%[3.08 µM]	0%	2%[25.6 µM]	-1%[17.1 µM]	i	-14%[25.6 µM]	2%
COc1ccccc1CNc1ncncc1-c1ccc(N(C)C)cc1	0.9%	-3%[2.29 µM]	-6%	-25%	-5.2%	-2%	-10%	?	i	-13%	?
Cc1cc(OCc2nn[nH]n2)c2c(-c3ccccc3)cc(=O)oc2c1	-0.1%	5%	0%	-7%	-1.1%	3%	6%	8%	1.6e-08M*	-1%	-7%
O=C(Cn1cnc2c(oc3ccccc32)c1=O)NCc1ccco1	0.7%	1%	-1%	-1%	-0.1%	-3%	6%	5%	?	4%	-10%
Cc1cccc(-c2nnc3n2N=C(c2ccccc2Br)CS3)c1	0.2%	-3%	-8%	40%[activator]	5.2%	-5%	?	?	i	-7%	-9%
CC1CCCCC12NC(=O)N(CC(=O)c1ccc[nH]1)C2=O (stereo unspecified)	-2.2%	1%	-16%	18%	0.3%	-1%	-2%	-14%	i	-15%	-8%
Cc1ccccc1Cc1c(C)nc2c(C(=O)N3CCN(Cc4ccc5c(c4)OCO5)CC3)cnn2c1C	0.2%	2%	1%	53%[activator]	1.4%	0%	20µM*	2%	?	2%	-14%
CCCCCNC(=O)CCn1c(=O)oc2ccccc21	0.5%	0%	1%	4%	-1.3%	0%	5%	-1%	i	4%	14%
CCCS(=O)(=O)N1CCC(C(=O)NCc2ccco2)CC1	-2.7%	-3%	1%	-1%	-2.3%	-3%	9%	-1%	i	-4%	15%
N=C1C(c2nc3ccccc3s2)=C(O)CN1CCCO	2.3%	0%	0%	-6%	-2.2%	-1%	-11%	8%	i	18%	6%
Cc1nnc(SCCn2c(N3CCN(C)CC3)nc3c2c(=O)n(C)c(=O)n3C)s1	0.5%	3%	-1%	-11%	-1.8%	0%	1%	1%	i	-8%	34%
COCC(=O)N1CCC[C@@]2(CCN(C(=O)Nc3ccccc3)C2)C1	-1.8%	1%[11.4 µM]	0%	16%	4.0%	-3%	-6%	-4%	i	-1%	1%
CC(=O)Nc1nnc(Cc2ccccc2)s1	-1.9%	?	0%	-2%	-1.6%	0%	?	5%	i	53%	1%
CCOC(=O)c1ccc(S(=O)(=O)Nc2ccccc2-c2nnn(CC)n2)cc1	0.1%	0%	-3%	-3%	0.8%	0%	?	14%	i	-4%	10%
COc1ccc(C(=O)Nc2ncc3c(n2)CC(c2ccco2)CC3=O)cc1 (stereo unspecified)	-0.7%	-3%	-5%	14%	-0.1%	-3%	0%	-13%	i	-10%	-14%
COC(=O)c1ccc(CSc2nnc(Nc3ccccc3OC)s2)o1	-0.5%	-2%	-3%	11%	0.5%	-7%	16%	?	i	-5%	?
CC(C)c1ccc2oc(-c3ccc(NC(=O)c4ncn[nH]4)cc3)nc2c1	-0.9%	10µM*	-1%	10%	-1.4%	-4%	-10%	?	4.1e-08M*	347%	10%
COc1ccc(N2CCN(C(=O)CN(c3cccc(Br)c3)S(C)(=O)=O)CC2)cc1	0.4%	-2%	0%	9%[7.66 µM]	-2.8%	0%	8%[11.4 µM]	-25%[7.6 µM]	.	-23%[11.4 µM]	-39%
CCCc1ccc(S(=O)(=O)NCCc2ccncc2)cc1	0.3%	1%	-3%	5%	-0.5%	0%	11%	6%	i	-3%	-4%

Single records, from the list above. Order of values: BRCT inh red | FLuc inh | Casp7 inh | USP2a inhib | BRCT inh green | Casp1 inh | HEK293 cAMP cs | CRE Fsk mod | A350 fluor | Tau fil binding | ERK AVP block
CCOC(=O)c1ccc(S(=O)(=O)Nc2ccccc2-c2nnn(CC)n2)cc1 is listed with 0.1% | 0% | -3% | -3% | 0.8% | 0% | ? | 14% | i | -4% | 10%
COc1ccc(N2CCN(C(=O)CN(c3cccc(Br)c3)S(C)(=O)=O)CC2)cc1 is listed with 0.4% | -2% | 0% | 9%[7.66 µM] | -2.8% | 0% | 8%[11.4 µM] | -25%[7.6 µM] | . | -23%[11.4 µM] | -39%
